CXCR6 block: CXCR6 receptor inhibitors, primary screen, cell-based, beta-arrestin, luminescence, CHO-K1 PathHunter, 1536-well; 360,000 tested, 0.36% active; C-X-C chemokine receptor type 6 (Homo sapiens), O00574; inhibition, % at 20 µM; in the data active means inhibition above about 34%, passing the limit was not always enough;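 further: antagonist mode with CXCL16 agonist at 10 nM final; 0% = 10 nM CXCL16 with DMSO and 100% = unstimulated wells without agonist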
Target sequence (O00574 whole entry, looked up): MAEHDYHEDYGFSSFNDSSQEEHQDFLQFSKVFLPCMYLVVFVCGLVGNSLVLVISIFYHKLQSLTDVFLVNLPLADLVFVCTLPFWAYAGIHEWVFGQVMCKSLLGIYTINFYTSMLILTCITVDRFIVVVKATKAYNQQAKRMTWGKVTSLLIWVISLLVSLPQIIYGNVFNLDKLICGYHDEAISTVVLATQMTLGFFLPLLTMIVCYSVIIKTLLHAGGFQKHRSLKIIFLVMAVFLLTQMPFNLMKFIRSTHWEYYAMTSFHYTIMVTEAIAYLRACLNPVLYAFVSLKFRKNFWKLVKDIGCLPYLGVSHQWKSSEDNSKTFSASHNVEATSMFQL
EBI2 block: EBI2 receptor antagonists, beta-arrestin recruitment, primary screen, cell-based, luminescence, 7a,25-OHC stimulation, uHTS; G-protein coupled receptor 183 (Homo sapiens), P32249; 7a,25-OHC stimulated; inhibition, % at 5 µM; 360,000 tested, 0.81% active; AID 651636, 2012; in the data active means inhibition above about 38%;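 further: enzyme fragment complementation signal reports receptor beta-arrestin coupling in cells; 0% = agonist plus DMSO wells and 100% = wells without agonist; some results beyond the cut were filed as inactive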
Target sequence (P32249 whole entry, looked up, the tested form may be a part): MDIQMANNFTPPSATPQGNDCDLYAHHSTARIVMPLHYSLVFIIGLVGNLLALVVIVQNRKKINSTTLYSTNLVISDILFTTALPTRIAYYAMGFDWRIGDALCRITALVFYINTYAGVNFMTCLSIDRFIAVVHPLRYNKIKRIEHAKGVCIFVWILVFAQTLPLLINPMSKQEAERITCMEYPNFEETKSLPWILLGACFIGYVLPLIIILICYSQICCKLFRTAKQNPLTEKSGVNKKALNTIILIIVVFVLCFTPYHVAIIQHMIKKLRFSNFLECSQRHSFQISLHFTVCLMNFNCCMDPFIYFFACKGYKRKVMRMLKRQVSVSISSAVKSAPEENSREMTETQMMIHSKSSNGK
Numbers without * were called inactive.

#	canonical_smiles	CXCR6 block	EBI2 block
1	N#CC(=C1C=C(Br)C(=NO)C=C1Cl)c1ccc(Cl)cc1	34	3
2	COc1cc(CN2C[C@@H](CO)O[C@@H](n3cnc4c(N5CCN(c6ccccc6)CC5)ncnc43)C2)cc(OC)c1OC	8	12
3	CC(C)Cc1ccc(CN2C(C)C(=O)N(Cc3cn(Cc4ccco4)nn3)CCS2(=O)=O)cc1 (stereo not given)	-2	-7
4	CCC(c1nnnn1-c1ccc(OC)cc1)N1CCN(C/C=C/c2ccccc2)CC1 (stereo not given)	-5	11
5	CC(=O)NC(c1ccccc1)c1nc(-c2csc3ccccc23)cs1 (stereo not given)	1	10
6	CC(Nc1nc(-c2cccnc2)nc2ccccc12)c1ccccc1 (stereo not given)	1	14
7	CCOC(=O)C(=O)N(C)c1c(CC)nc2c(OCc3cccc(Cl)c3)cccn12	6	12
8	CC(=O)N1CCOC12CCN(Cc1ccccc1)CC2	2	-5
9	CCc1nc2ccc(C(=O)NCc3cccs3)cn2c1N(CC)CCN(C)C	3	4
10	O=[N+]([O-])c1ccc(CN2[C@H](COCc3ccccc3)[C@@H](N3CCCC3)CS2(=O)=O)cc1	3	14
11	Cc1ccccc1S(=O)(=O)NC(=O)C1(C)CCN1C(=O)C1(c2ccc(Cl)cc2)CCC1 (stereo not given)	8	-3
12	COc1ccc(F)cc1-c1cc(C(=O)NCc2cccc(C(F)(F)F)c2)[nH]n1	6	3
13	COc1ccccc1CNC(=O)Nc1nc(C(N)C(C)C)cs1 (stereo not given)	-8	-2
14	Cn1c(NCCc2ccncc2)nc2cc(-c3cccc(C(F)(F)F)c3)sc2c1=O	-7	9
15	O=c1[nH]c(C(F)(F)F)nc2c1nc1n2CCC1	5	-4
16	COc1ccc(CN2C(=O)C(CC(=O)NCc3ccco3)CC(C(=O)N(C)C)=C2C)cc1 (stereo not given)	2	-8
17	CN(C)CCCn1c2c(c(SCC(=O)Nc3ccc4c(c3)OCCO4)nc1=O)CCCC2	-3	3
18	CC1(C(=O)NS(=O)(=O)C2CC2)CCN(C(=O)c2ccccc2OC(F)(F)F)C1 (stereo not given)	1	-1
19	COc1ccc(NC(=O)c2ccc3c(c2)CCN3S(C)(=O)=O)cc1	-1	8
20	C[C@@H]1CN([C@@H](C)CO)C(=O)c2c(c3ccccc3n2C)-c2ccccc2CO[C@H]1CN(C)S(=O)(=O)c1ccc(C#N)cc1	-2	-1

Shown with values ahead of the structure: part of the list above.
#	CXCR6 block	EBI2 block	SMILES
10	3	14	O=[N+]([O-])c1ccc(CN2[C@H](COCc3ccccc3)[C@@H](N3CCCC3)CS2(=O)=O)cc1
11	8	-3	Cc1ccccc1S(=O)(=O)NC(=O)C1(C)CCN1C(=O)C1(c2ccc(Cl)cc2)CCC1 (stereo not given)
12	6	3	COc1ccc(F)cc1-c1cc(C(=O)NCc2cccc(C(F)(F)F)c2)[nH]n1

Carrying on.
#	canonical_smiles	CXCR6 block	EBI2 block
21	C#Cc1ccc(NC(=O)C2(C)CCN2C(=O)Cc2ccc(C(C)C)cc2)cc1 (stereo not given)	0	1
22	CC1(C(=O)Nc2ccc3c(c2)OCCO3)CCN1C(=O)CC1CCCC1 (stereo not given)	4	0
23	CCc1ccc([C@@H]2C[C@H]3[C@@H](CN2S(=O)(=O)c2ccc(C)cc2)C(=O)C[C@@H](c2ccccc2F)N3S(=O)(=O)c2ccc(C)cc2)cc1	5	10
24	C#Cc1cccc(Nc2nc(NCCOC)nc3ccsc23)c1	-10	-8
25	CC(C)NC(=O)OCc1c(COC(=O)NC(C)C)c([N+](=O)[O-])n2c1CCC2	6	0
26	C[C@@H]1CN([C@@H](C)CO)C(=O)c2cc(C#CC(C)(C)O)cnc2O[C@@H]1CN(C)C(=O)c1ccccc1F	-3	1
27	CCCCn1nnnc1C(c1cc2ccccc2o1)N1CCN(CC(=O)NC(C)C)CC1 (stereo not given)	0	-3
28	CN1CCCC(C)(C(=O)Nc2ccc(-n3cccc3)cc2)C1 (stereo not given)	13	1
29	C[C@@H]1CN([C@@H](C)CO)S(=O)(=O)c2ccc(Br)cc2O[C@H]1CN(C)C(=O)Cc1cccnc1	-6	-1
30	Cc1ccc(C)c(N2CCN(C(c3ccccc3)c3nnnn3C(C)(C)C)CC2)c1 (stereo not given)	8	6
31	COc1ccccc1CN1CCNC(=O)C1CC(=O)NCCCN1CCOCC1 (stereo not given)	6	0
32	Cc1cccc(-c2cc(N3CCCN(C)CC3)n3nccc3n2)c1	-3	-8
33	Cc1cncc(N2CCN(c3ccccn3)CC2)n1	-2	-6
34	O=C(NCCNc1ccc([N+](=O)[O-])cc1)c1ccccc1Cl	5	17
35	O=C(NCc1ccc(Cl)nc1)c1csc([C@@H]2O[C@H](CO)[C@H](O)[C@H](O)[C@H]2O)n1	6	0
36	CCCNC(=O)c1cc2c(c(-c3cccc(-c4ccc(C#N)cc4)c3)n1)[C@@H](CCO)N(C(=O)CC)C2	-3	25
37	CCc1ccc(C(O)c2ncc(-c3cccc(OC)c3)[nH]2)cc1 (stereo not given)	-4	0
38	COc1cc(CNc2ncnc3c2ncn3[C@H]2CN(Cc3ccc(-c4ccccc4)cc3)C[C@@H](CO)O2)cc(OC)c1OC	-2	-1
39	Cc1cc2nc(C(C)(C)C)c(Cc3cccc(Cl)c3)n2c(C)c1Br	4	-14
40	CCOC(=O)C1CCCN(C(=O)c2c(-c3ccccc3)noc2C)CC1 (stereo not given)	5	-7

Later entries.
#	canonical_smiles	CXCR6 block	EBI2 block
41	Cc1ccc(S(=O)(=O)N2CCN(C(=O)N3CCCCC3)CC2)c(C)c1	2	-8
42	CCc1nc2ccc(C(=O)NCCc3ccccn3)cn2c1N(C)Cc1nccs1	-11	-1
43	CCC(c1nc2ccccc2[nH]1)N(C(=O)C1=NNC(=O)CC1)c1ccccc1 (stereo not given)	2	-6
44	COCCCN1C(=O)C(CC(=O)NCCN2CCOCC2)CC(C(=O)N(C)C)=C1C (stereo not given)	-2	-7
45	COC(=O)[C@@]1(Cc2ccc(F)cc2)[C@H]2c3cc(C(=O)N(C)C)n(Cc4cc(C)n(C)n4)c3C[C@H]2CN1C(=O)c1ccccc1	2	-9
46	O=C(NCc1ccco1)c1c(Cl)cccc1Cl	-2	-7
47	CC(=O)c1cccc(NC(=O)C(C)Sc2nnc3ccccn23)c1 (stereo not given)	-7	-6
48	NC(CCc1ccccc1)c1csc(Nc2nccc(C(F)(F)F)n2)n1 (stereo not given)	-6	0
49	CCN(CC1CCCO1)C(=O)CCc1nnc(CCc2ccccc2)o1 (stereo not given)	-6	-4
50	O=C(C[C@@H]1C[C@@H]2c3cc(NS(=O)(=O)c4ccc(F)cc4)ccc3O[C@@H]2[C@@H](CO)O1)NC1CCCCC1	-5	0
51	Cc1cc(C)nc(NS(=O)(=O)c2ccc(NS(=O)(=O)c3ccc(F)c(F)c3)cc2)n1	-7	0
52	CCOC(=O)[C@]12CCCC=C1N(Cc1ccc(Cl)cc1Cl)C(=O)[C@H](CC(=O)NCc1cccc(C(F)(F)F)c1)C2	9	30
53	CCOC(=O)c1cc(=O)nc(N)s1	-5	-20
54	CCCCCc1c(-c2ccccc2)ncn1CCc1ccccc1OC	-2	-3
55	CC(=O)C(Cc1ccccc1)NC(=O)COC(=O)c1cc(S(=O)(=O)N2CCOCC2)ccc1F (stereo not given)	-13	-3
56	CC1(Oc2cccc(C#N)c2)CCN(Cc2ccc(-c3ccccn3)cc2)C1 (stereo not given)	3	-11
57	CCCCNC(=O)C1(C)CCN1C(=O)c1cc(-c2ccccc2)cs1 (stereo not given)	6	7
58	COc1ccc(CNC(=O)OC23CN(C(=O)OC(C)C)N(C(=O)OC(C)C)CC2(O)CN(S(=O)(=O)c2ccc(C)cc2)C3)cc1OC (stereo not given)	-5	25
59	CCC[C@H]1CN(Cc2cccnc2)C(=O)[C@@H]1CC(=O)Nc1ccc(Br)cc1	-3	9
60	COc1ccc(N2CCN(C(=O)c3ccc(CS(=O)c4cccc(Cl)c4)o3)CC2)cc1 (stereo not given)	-9	0

Additional results:
#	canonical_smiles	CXCR6 block	EBI2 block
61	CC(=O)Nc1cc(-c2cccnc2)cn2c(-c3cccc(C(F)(F)F)c3)cnc12	5	29
62	CC1(C(=O)NS(=O)(=O)c2cccc(OC(F)F)c2)CCN1C(=O)COc1ccc(Cl)cc1 (stereo not given)	-1	-4
63	CCCCN(C=O)c1c(CC)nc2ccc(C(=O)N3CCN(C(=O)c4ccco4)CC3)cn12	-4	-6
64	CC(O)(c1ccc(F)c(F)c1)c1nc(-c2csc3ccccc23)cs1 (stereo not given)	-3	12
65	O=C(O)c1ccc(CSc2nc3c(c(=O)[nH]2)CCC3)cc1	-4	3
66	CCNC(=O)C1(C)CCN1CCS(=O)(=O)c1ccc(C)cc1 (stereo not given)	1	-13
67	CCOc1c(Br)cc(C(=O)Nc2cccc(S(=O)(=O)N3CCOCC3)c2)cc1OC	-2	8
68	CN1C[C@@H](CO)O[C@@H](n2cnc3c(N4CCN(CCO)CC4)ncnc32)C1	6	6
69	CCCn1c(=S)[nH]c2cc(C(=O)N3CCN(c4ccccc4)CC3)ccc2c1=O	-1	-14
70	CC(=O)N(C)C[C@@H]1Oc2ncc(C#Cc3ccc(F)cc3)cc2C(=O)N([C@@H](C)CO)C[C@H]1C	-3	5
71	COc1ccc(N(CC(=O)Nc2ccc(S(=O)(=O)N3CCOCC3)cc2)S(C)(=O)=O)cc1OC	1	4
72	Fc1ccc(-c2nc3c(Cl)cc(C(F)(F)F)cn3c2Cc2cccc(Cl)c2)cc1	1	7
73	COc1ccc(CCNC(=O)CNC(=O)N2CC(=O)Nc3ccccc32)cc1OC	-2	-13
74	O=S1(=O)C=C[C@H](COCc2ccccc2)N1	0	-15
75	Cc1ccc([C@H]2N[C@]3(CCCN(CC4CCCCC4)C3=O)[C@H]3C(=O)N(Cc4ccccc4)C(=O)[C@@H]23)cc1	5	4
76	CC1(C)OC(=O)C2=C(C[C@@H](C3CCCC3)O[C@H]2c2ccc(Cl)cc2)O1	-4	4
77	O=C1NC[C@H](CCCCN2CCN(CCC3CCCCC3)C(=O)C2=O)N(CCC2CCCCC2)C1=O	-6	-11
78	CC(=O)O[C@@H]1[C@H](Oc2c(O)c(C)c3c4c2[C@H](C)CC[C@H]4[C@H](C)C[C@@H]3C=C(C)C)O[C@@H](C)[C@@H](O)[C@H]1O	8	1
79	O=C(Nc1ccc(F)c(Cl)c1)c1cc(C2CCCCN2C(=O)c2ccc(Cl)cc2)on1 (stereo not given)	3	15
80	O=C(Nc1cccc2ccccc12)c1csc([C@@H]2O[C@H](CO)[C@H](O)[C@H](O)[C@H]2O)n1	2	-4

Profiles, looked up by structure. Order of screens: CXCR6 block | EBI2 block
COc1ccc(CCNC(=O)CNC(=O)N2CC(=O)Nc3ccccc32)cc1OC is listed with -2 | -13
CC(=O)N(C)C[C@@H]1Oc2ncc(C#Cc3ccc(F)cc3)cc2C(=O)N([C@@H](C)CO)C[C@H]1C is listed with -3 | 5

Quoted at random: six records from the list.
#	canonical_smiles	CXCR6 block	EBI2 block
20	C[C@@H]1CN([C@@H](C)CO)C(=O)c2c(c3ccccc3n2C)-c2ccccc2CO[C@H]1CN(C)S(=O)(=O)c1ccc(C#N)cc1	-2	-1
34	O=C(NCCNc1ccc([N+](=O)[O-])cc1)c1ccccc1Cl	5	17
2	COc1cc(CN2C[C@@H](CO)O[C@@H](n3cnc4c(N5CCN(c6ccccc6)CC5)ncnc43)C2)cc(OC)c1OC	8	12
60	COc1ccc(N2CCN(C(=O)c3ccc(CS(=O)c4cccc(Cl)c4)o3)CC2)cc1 (stereo not given)	-9	0
7	CCOC(=O)C(=O)N(C)c1c(CC)nc2c(OCc3cccc(Cl)c3)cccn12	6	12
19	COc1ccc(NC(=O)c2ccc3c(c2)CCN3S(C)(=O)=O)cc1	-1	8

(list continues)
#	canonical_smiles	CXCR6 block	EBI2 block
81	Cc1cc(Br)cn2c(Cc3ccsc3)c(C(C)(C)C)nc12	-6	-5
82	C[C@H]1CN([C@@H](C)CO)C(=O)CCCn2cc(nn2)CO[C@@H]1CN(C)C(=O)Cc1ccccc1	5	-9
83	O=C(CC1CC2CCC1C2)N1CCN(S(=O)(=O)c2ccc(C(F)(F)F)cc2)CC1 (stereo not given)	3	0
84	CCCS(=O)(=O)NC(=O)C1(C)CCN(C(=O)c2nc(C)oc2C)C1 (stereo not given)	4	1
85	CCCC(=O)N1CCC1(C)C(=O)NS(=O)(=O)c1ccc(OC)cc1 (stereo not given)	-10	-10
86	Cc1ccc([C@@H]2CC(=O)[C@@H]3CN(S(=O)(=O)c4ccc(C)cc4)[C@H](c4cccc(Cl)c4)C[C@@H]3N2S(=O)(=O)c2ccc(Cl)cc2)cc1	4	12
87	CCCCN(CCCNC(=O)c1ccc2c(c1)NC(=O)CN2C)c1ccccc1	9	32
88	Nc1nc2c(ncn2[C@@H]2O[C@H](CNCc3cnc(N4CCOCC4)s3)[C@@H](O)[C@H]2O)c(=O)[nH]1	5	-5
89	Cc1cccc(CN2[C@H](COC(=O)Nc3ccccc3)C=CS2(=O)=O)c1	2	-1
90	O=S1(=O)CCN(CCc2ccccc2)CC1	-5	-5
91	O=C(/C=C/[C@H]1O[C@@H](n2ccc(=O)[nH]c2=O)[C@H](O)[C@@H]1O)NCc1cccs1	2	-2
92	CCC(C)NC(=O)c1ccc(N2CC3CC(C2)c2cccc(=O)n2C3)c(NC(=O)c2c(F)cccc2F)c1 (stereo not given)	1	-9
93	CCC(=O)N(c1nnc(SC(C)C(=O)Nc2ccc(N3CCOCC3)cc2)s1)C1CC1 (stereo not given)	4	-13
94	CC1(C(=O)NS(=O)(=O)C2CC2)CCN(C(=O)c2ccccc2C(F)(F)F)C1 (stereo not given)	-3	1

Assay outcomes: PubChem, Sanford-Burnham Center for Chemical Genomics

Some of the compounds tested; count on the stated rates, not on these rows.
